# Gli-Sufu block: Gli-Sufu pathway antagonism. Sufu-KO-LIGHT fibroblasts, Gli luciferase reporter luminescence. inhibition, % at 5 µM. 340,000 compounds, 0.74% hits;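 active means inhibition above about 55%, limit read from the data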;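 further: 0% = DMSO-treated cells and 100% = wells with medium but no cells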
# Apaf-1 inh: human Apaf-1 inhibition | O14727 | reconstituted apoptosome caspase-3 activity, DEVD-Rh110 fluorescence | inhibition, % at 20 µM | 330,000 compounds, 0.71% hits; active means inhibition of at least 40% at 20 µM;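 further: plate controls were DMSO wells for no effect and DEVD-CHO caspase inhibitor wells for full effect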
#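 Assay system: Apoptosome proteins | Medium: pH 7.5 Hepes buffer with CHAPS, BSA, DTT | Also added: Cytochrome c and DEVD-Rh110 substrate | Times: 30 min plus 50 min, RT | Detection: Rhodamine 110 fluorescence at Ex 480/Em 540 nm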
# HKDC1 inh: HKDC1 (human) hexokinase inhibition; AID 493160; 340,000 compounds, 0.16% hits; Q2TB90; recombinant HKDC1, G6PDH/diaphorase resazurin coupled fluorescence; inhibition, % at 20 µM;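 active means inhibition above about 35% when tested at 20 µM, limit read from the data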;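 further: plate controls were DMSO wells with enzyme for no effect and DMSO wells lacking enzyme for full effect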
#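 Test system: HK5 enzyme. Quantity: 5 µg/mL HK5 final. Reagent: glucose and ATP substrates. Schedule: 90 min reaction incubation at room temperature, dark. Technique: resazurin-to-resorufin fluorescence via G6PDH and diaphorase coupling, 525/613 nm. Control set: DMSO wells with and without enzyme mix.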
# SENP7 inh: inhibitors of human SENP7 protease. Q9BQF6. recombinant SENP7, Z-RLRGG-aminoluciferin luminescence, 40 min. inhibition, % at 5 µM. 330,000 compounds, 1.5% hits;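 active means inhibition above about 50% at the single test dose, limit read from the data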;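 further: plate controls were DMSO with enzyme for no effect and no enzyme buffer wells for full effect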
# Target sequence (Q9BQF6 706-1050 limits assumed): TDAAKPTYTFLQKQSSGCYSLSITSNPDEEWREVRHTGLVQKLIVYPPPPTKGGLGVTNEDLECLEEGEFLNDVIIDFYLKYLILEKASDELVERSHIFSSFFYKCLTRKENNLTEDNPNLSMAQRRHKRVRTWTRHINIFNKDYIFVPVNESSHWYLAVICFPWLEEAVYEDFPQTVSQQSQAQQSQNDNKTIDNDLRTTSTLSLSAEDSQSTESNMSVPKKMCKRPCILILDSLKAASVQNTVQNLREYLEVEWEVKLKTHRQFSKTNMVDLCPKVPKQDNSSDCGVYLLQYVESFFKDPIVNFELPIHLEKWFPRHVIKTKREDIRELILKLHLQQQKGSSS
# SENP8 block: SENP8 protease inhibition; Q96LD8; purified SENP8, Z-RLRGG-aminoluciferin cleavage, luminescence; inhibition, % at 10 µM; 330,000 compounds, 1.2% hits; AID 2540
# Target sequence (Q96LD8 whole entry, looked up): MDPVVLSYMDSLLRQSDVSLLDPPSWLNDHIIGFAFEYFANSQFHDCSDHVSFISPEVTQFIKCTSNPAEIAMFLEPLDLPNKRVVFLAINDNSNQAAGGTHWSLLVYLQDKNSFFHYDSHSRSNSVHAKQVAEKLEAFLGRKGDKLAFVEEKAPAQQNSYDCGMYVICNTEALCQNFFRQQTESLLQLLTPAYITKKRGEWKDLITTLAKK
# 697 NFkB inh: inhibitors of the PMA/ionomycin-induced NF-kB reporter in 697 B cells | 697 B-cell NF-kB luciferase reporter, 16 h | inhibition, % at 4 µM | 330,000 compounds, 0.33% hits; in the data active means inhibition above about 35%
# UBC13 polyUb: blocks human UBC13 polyubiquitin chain formation; P61088; 330,000 compounds, 0.47% hits; AID 485273; TR-FRET; inhibition, % at 20 µM; in the data active means inhibition above about 45%, passing the limit was not always enough
# Target sequence (P61088 whole entry, looked up): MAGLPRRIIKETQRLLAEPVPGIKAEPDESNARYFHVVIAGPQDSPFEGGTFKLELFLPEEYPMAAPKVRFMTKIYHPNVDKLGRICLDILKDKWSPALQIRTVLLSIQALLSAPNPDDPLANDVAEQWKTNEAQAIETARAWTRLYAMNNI
# Jurkat NFkB inh: lowers PMA/ionomycin-induced NF-kB signal in Jurkat cells; inhibition, % at 4 µM; PMA/ionomycin-induced NF-kB luciferase reporter, luminescence; 330,000 compounds, 0.53% hits
# * hit, by the source's call; · = no result given. Unless noted, no stated cut-off is given here; in the data, active means inhibition above about 50%; inactive means the rest.
# Start of the data: the first five entries, to show the layout:
SMILES,Gli-Sufu block,Apaf-1 inh,HKDC1 inh,SENP7 inh,SENP8 block,697 NFkB inh,UBC13 polyUb,Jurkat NFkB inh
COc1ccc(/C=C/C(=O)c2ccc3c(c2)OCO3)c(OC)c1,-4,-8,-2,83*,45,-81,5,-70
O=C(O)c1c2c(nc3ccccc13)/C(=C/c1c(F)cccc1F)CCC2,21,5,-1,4,3,11,-2,38
CCCCn1c(N)c(N(CCC(C)C)C(=O)COC(=O)c2ccc(CC)cc2)c(=O)[nH]c1=O,1,4,0,-14,-10,-5,0,-5
CCN1CCN(CC(=O)Nc2sc3c(c2C#N)CCC3)CC1,9,3,-10,-7,-2,-15,-3,-24
CN(CCOc1ccccc1)C(=O)CNC(=O)c1ccc(C(C)(C)C)cc1,-5,13,2,-4,-10,20,-2,-7

# The whole of this part, from the start:
SMILES,Gli-Sufu block,Apaf-1 inh,HKDC1 inh,SENP7 inh,SENP8 block,697 NFkB inh,UBC13 polyUb,Jurkat NFkB inh
COc1ccc(/C=C/C(=O)c2ccc3c(c2)OCO3)c(OC)c1,-4,-8,-2,83*,45,-81,5,-70
O=C(O)c1c2c(nc3ccccc13)/C(=C/c1c(F)cccc1F)CCC2,21,5,-1,4,3,11,-2,38
CCCCn1c(N)c(N(CCC(C)C)C(=O)COC(=O)c2ccc(CC)cc2)c(=O)[nH]c1=O,1,4,0,-14,-10,-5,0,-5
CCN1CCN(CC(=O)Nc2sc3c(c2C#N)CCC3)CC1,9,3,-10,-7,-2,-15,-3,-24
CN(CCOc1ccccc1)C(=O)CNC(=O)c1ccc(C(C)(C)C)cc1,-5,13,2,-4,-10,20,-2,-7
O=C(NCc1ccco1)c1cc(-c2cccs2)on1,-51,-4,-13,15,-3,-16,0,-81
CC(C(=O)N1CCN(C(=O)c2ccco2)CC1)n1sc2ccccc2c1=O (stereo not given),-21,-1,-2,-9,-5,3,2,-19
CC1CCCCC1NC(=O)COc1cccnc1[N+](=O)[O-] (stereo not given),-4,-4,-4,-4,2,17,5,3
CCCN1CCC(=O)N([C@H](CO)c2ccccc2)CC1,3,-3,-2,-4,-7,2,7,1
CC(C)(C)OC(=O)[C@H](Cc1ccccc1)NC(=O)c1nc[nH]c1C(=O)N[C@@H](Cc1ccccc1)C(=O)OC(C)(C)C,8,22,5,2,-4,9,-42,21
CCCSc1ccc([C@@H]2[C@H]3C(=O)N(C)C(=O)[C@H]3[C@]3(C(=O)OC)CCCN23)cc1OC,-1,6,1,1,4,14,4,-7
CCc1ccc(NC(=O)N(CCOC)C2CCN(C(C)=O)CC2)cc1,3,-19,-3,-2,2,5,0,-5
CC(=O)/C=C/c1ccc(C)o1,0,9,0,-3,-14,-17,-16,-1
CCN(CC(=O)NCc1cccs1)C(=O)c1ccc(S(=O)(=O)Nc2ccccc2)cc1,24,4,-3,4,1,4,-3,6
COc1ccc([C@@H]2CC=C(C(=O)O)[C@H](c3ccc(Br)cc3)N2S(=O)(=O)c2ccc(C)cc2)cc1OC,4,1,-3,6,8,17,-12,3
CC(C)n1c(=S)[nH]c2scc(-c3cccs3)c2c1=O,-7,14,0,2,1,-16,8,-11
CCOc1cc(CN2CCN(CCOCCO)CC2)ccc1OC,-4,-10,-8,12,0,1,4,-11
C[C@@H](C(O)c1ccccc1)N(C)C(=O)CCc1ccccc1 (stereo not given in full),0,-4,-4,-7,1,3,1,11
NC(=O)c1ccsc1NC(=O)Cc1ccc([N+](=O)[O-])cc1,-1,-22,-4,5,7,-3,36,-3
C/C(=N\N(c1ccccc1)c1ccccc1)c1ccc(N)cc1,-2,-6,4,-5,0,20,-2,9
O=C(c1ccc(=O)[nH]c1)N(Cc1cccs1)C1(C(=O)NC2CCCC2)CCCCC1,-2,-9,-9,-2,-5,13,12,6
C/C(=C\C(=O)c1sccc1Cl)N(C)C,-5,-9,-10,11,-4,-1,-23,-8
Cc1noc(C)c1NC(=O)N(C)C[C@H]1Oc2ccc(NC(=O)NC(C)C)cc2C(=O)N([C@H](C)CO)C[C@H]1C,-5,14,-1,-14,-14,-18,-6,-16
O=C(NCC1CCCO1)C1CCN(C2CCN(Cc3cccs3)CC2)CC1 (stereo not given),-5,-18,-3,-2,3,19,20,1
COc1ccc(OCC(=O)N/N=C(\C)CC(=O)Nc2ccc(NC(C)=O)cc2)cc1,-4,-10,0,12,0,-39,-12,3

# Compounds listed so far that contain a halogen, in the order listed:
SMILES,Gli-Sufu block,Apaf-1 inh,HKDC1 inh,SENP7 inh,SENP8 block,697 NFkB inh,UBC13 polyUb,Jurkat NFkB inh
O=C(O)c1c2c(nc3ccccc13)/C(=C/c1c(F)cccc1F)CCC2,21,5,-1,4,3,11,-2,38
COc1ccc([C@@H]2CC=C(C(=O)O)[C@H](c3ccc(Br)cc3)N2S(=O)(=O)c2ccc(C)cc2)cc1OC,4,1,-3,6,8,17,-12,3
C/C(=C\C(=O)c1sccc1Cl)N(C)C,-5,-9,-10,11,-4,-1,-23,-8

# Quoted from the listing.
# `CCc1ccc(NC(=O)N(CCOC)C2CCN(C(C)=O)CC2)cc1` in SENP8 block reads 2
# `O=C(NCC1CCCO1)C1CCN(C2CCN(Cc3cccs3)CC2)CC1` (stereo not given) in 697 NFkB inh reads 19
# `CC(C)(C)OC(=O)[C@H](Cc1ccccc1)NC(=O)c1nc[nH]c1C(=O)N[C@@H](Cc1ccccc1)C(=O)OC(C)(C)C` in 697 NFkB inh reads 9
# `CC(=O)/C=C/c1ccc(C)o1` in UBC13 polyUb reads -16

# Further results
SMILES,Gli-Sufu block,Apaf-1 inh,HKDC1 inh,SENP7 inh,SENP8 block,697 NFkB inh,UBC13 polyUb,Jurkat NFkB inh
O=C(COc1ccc(F)cc1)Nc1ccc(S(=O)(=O)Nc2ncccn2)cc1,11,0,-3,-11,-9,-10,-7,-5
FC(F)(F)c1cccc(NC(=S)NCc2ccccc2)c1,15,8,4,0,-6,21,7,15
COc1cc(N=C2C(=O)N3c4c(cccc42)C(C)=CC3(C)C)cc(OC)c1,-2,16,15,9,-2,18,-4,18
O=C(CCCCCNC(=O)N1CCn2c1nc1ccccc12)NCCc1ccccc1,20,6,-3,1,-3,-14,1,7
O=C(c1cccc(S(=O)(=O)N2CCOCC2)c1)N1CCOCC1,0,-11,-8,-3,-5,20,1,6
O=C1COCC(=O)N1CCc1c[nH]c2ccccc12,0,-11,-4,14,-8,5,4,17
O=[N+]([O-])/C=C1/CCCCCN1,3,3,14,-8,-7,4,-9,3
O=C(Cc1cccs1)Nc1ccc(NC(=O)c2ccco2)cc1,-30,-5,-5,2,2,10,7,-26
CCCCN(C(=O)c1cc2c(s1)CCC2)c1c(N)n(CCC)c(=O)[nH]c1=O,-9,5,5,5,3,0,-7,1
OC1(c2cccc(C(F)(F)F)c2)CCN(c2ccc(-c3ccccc3)nn2)CC1,-56,-4,0,-5,-15,-186,-3,-124
Cn1c(O)c(N=NC(=O)C2COc3ccccc3O2)c2ccccc21 (stereo not given),5,9,0,-3,-5,15,-8,-3
O=C1c2ccccc2-c2nc3ncnn3c(-c3ccccc3Cl)c21,15,-1,-2,4,3,15,-2,16
CC(=O)c1cccc(NC(=O)COC(=O)COc2ccc(Cl)cc2)c1,-8,3,-9,9,1,6,1,-10
Nc1ccc(C(CC(=O)O)n2cccc2)cc1 (stereo not given),13,-1,-1,1,-2,7,-4,-1
Cc1ccc2oc(-c3ccco3)cc(=O)c2c1,-62,-19,1,22,1,-49,16,-77
C=CCn1c(SCC(=O)NNC(=O)Nc2ccc(C)cc2)nnc1-c1ccccc1,7,-3,-3,0,3,10,7,11
Cc1cc(F)ccc1S(=O)(=O)Nc1ccc(C(=O)N2CCCCC2)cc1,-2,3,-5,5,-4,20,5,6
Oc1ccc(-c2cn3ccccc3n2)cc1O,38,-4,3,-2,-12,-57,-3,-71
CCN1CCOC(CC(=O)Nc2cccc([N+](=O)[O-])c2)C1=O (stereo not given),6,-23,1,2,7,3,-1,9
Cc1cccc(Nc2nnc(-c3ccc(N4CCOCC4)c([N+](=O)[O-])c3)c3ccccc23)c1,27,24,-7,-15,-9,-4,-33,12
O=C(COC(=O)c1cc([N+](=O)[O-])ccc1NCCO)c1ccc(Cl)cc1,·,24,-1,11,-5,-1,-7,0
CCCCOCCCn1cnc2c([nH]c3cc(OC)ccc32)c1=O,6,-4,13,6,-3,-2,-6,-13
CCOC(=O)N1CCN(C(=S)NC(=O)C23CC4CC(CC(C4)C2)C3)CC1,7,1,-7,4,0,-33,-6,-38
CCc1ccccc1NC(=O)NNS(=O)(=O)c1cc(C)ccc1C,-4,14,1,8,0,9,3,-3
COc1ccc(/C=N/NC(=O)CCn2cnc3ccccc32)cc1,18,-4,-6,8,0,-16,-7,5
SMILES,Gli-Sufu block,Apaf-1 inh,HKDC1 inh,SENP7 inh,SENP8 block,697 NFkB inh,UBC13 polyUb,Jurkat NFkB inh
CC1CCCCN1C(=O)CN1CCN(S(=O)(=O)c2ccc(Br)cc2Cl)CC1 (stereo not given),-1,15,-3,0,4,-16,-2,-14
CC(C)CN(C(=O)C1CSC2(C)CCC(=O)N12)c1c(N)n(Cc2ccccc2)c(=O)[nH]c1=O (stereo not given),4,14,-7,-3,-2,8,4,-6
CCc1ccccc1NC(=O)C/C(C)=N/NC(=O)COc1ccccc1C,6,7,1,4,2,6,-3,-9
C=CCNC(=S)Nc1cccc([N+](=O)[O-])c1,-7,3,-5,-5,0,-14,9,4
N#Cc1ccc(C23OCCN2CCn2c3c3ccccc3[n+]2[O-])cc1 (stereo not given),-12,4,-7,9,0,-134,-11,2
O=[N+]([O-])c1ccc(F)cc1F,7,-4,3,-7,-9,6,-7,0
CC(C)C(NS(=O)(=O)c1ccc2c(c1)C(C)(C)C(=O)N2C)C(=O)NCc1ccc(F)cc1 (stereo not given),10,-4,-3,-8,-1,14,-3,12
Cc1ccc(N(C(=O)CNC(=O)c2ccco2)C(C(=O)NC2CCCCC2)c2cccnc2)cc1 (stereo not given),-10,11,-6,7,0,11,4,8
COc1ccc(-c2noc(C(C)n3nc(C)c([N+](=O)[O-])c3C)n2)cc1OC (stereo not given),-1,-5,-7,6,0,20,4,15
O=C1CN2C(=Nc3ccc(Br)cc3C2c2ccccc2)CCN1 (stereo not given),-89,5,2,-3,-5,-13,-3,3

# Among those listed so far, two have a tert-butyl group.
SMILES,Gli-Sufu block,Apaf-1 inh,HKDC1 inh,SENP7 inh,SENP8 block,697 NFkB inh,UBC13 polyUb,Jurkat NFkB inh
CN(CCOc1ccccc1)C(=O)CNC(=O)c1ccc(C(C)(C)C)cc1,-5,13,2,-4,-10,20,-2,-7
CC(C)(C)OC(=O)[C@H](Cc1ccccc1)NC(=O)c1nc[nH]c1C(=O)N[C@@H](Cc1ccccc1)C(=O)OC(C)(C)C,8,22,5,2,-4,9,-42,21
